HSF1 activator: HSF-1 activators, primary screen, NIH3T3-HGL cells, MG132 stress, luminescence, single point; NIH3T3-HGL HSF-1 luciferase reporter, 8 h; 100% = twice DMSO control signal; activation, % at 9 µM; 300,000 compounds, 1.7% hits; AID 504408, 2011;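 active means mean replicate activation of at least 50% with a set share of replicates each reaching 50%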;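 further: 0% = median of the neutral control wells and 100% = twice that signal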
KLF5 inh: KLF5 expression inhibitors, primary screen, DLD-1 cells, luminescence; inhibition, % at 5 µM; DLD-1 KLF5 promoter-luciferase reporter; 290,000 compounds, 0.23% hits;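 active means inhibition above a per-plate limit of that plate's mean compound inhibition plus 3 SD, cut at about 60% in these data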;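 further: 0% = DMSO wells and 100% = LY294002 at 200 µM; higher means less KLF5 promoter-driven luciferase light; inactives centre near -14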
IEC-6 cytotox: cytotoxicity in IEC-6 intestinal epithelial cells, primary screen, cytotoxicity control for KLF5 inhibitor project, cell-based, luminescence; IEC-6 cytotoxicity, luminescence viability; inhibition, % at 5 µM; 290,000 compounds, 0.78% hits; in the data active means inhibition above about 22%;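 further: 0% = plate median of test compound wells and 100% = cytotoxic reference compound wells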
HSP90 inh: HSP90 inhibitors, primary screen, cell lysate, luminescence; Heat shock protein HSP 90 (rabbit reticulocyte lysate; luciferase refolding); Rabbit reticulocyte lysate, luciferase refolding luminescence, 3 h; inhibition, % at 5.6 µM; 290,000 compounds, 0.91% hits; AID 1789, 2009;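 active means inhibition above the screen-wide mean plus 3 SD, computed separately per campaign, cut at about 16% in these data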;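 further: 0% = DMSO wells and 100% = 60 µM geldanamycin wells; inhibitors lower the luminescence because luciferase stays unfolded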
HSF1 inhib: HSF1 inhibitors in luciferase reporter cells, primary screen, cell-based, NIH3T3, luminescence | NIH3T3-HGL HSE-luciferase, MG132-induced, luminescence 8 h; active compounds read low | activity change, negative = inhibition, % at 7.5 µM (by protocol) | 300,000 compounds, 0.77% hits | AID 2098, 2009;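 active means more than half of replicate wells show activity change below -50%, luminescence cut by over half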;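 further: luciferase reports HSF-1 transcriptional activity via heat shock element; 0% = median of DMSO wells and -100% = zero luminescence signal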
GSK3B inh: human GSK3beta kinase inhibitors, primary screen, biochemical, cell-free homogeneous, HTS; activity score (negative = inhibition), % at 10 µM; 300,000 compounds, 0.038% hits; GST-GSK3beta kinase, ADP-Glo luminescence, 60 min; active compounds read low; Glycogen synthase kinase-3 beta (Homo sapiens), P49841;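 active means more than half of replicate wells score below -50%, meaning over 50% inhibition versus plate controls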;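 further: 0% = median DMSO wells and -100% = median GW8510 positive control wells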
Target sequence (P49841 whole entry, looked up): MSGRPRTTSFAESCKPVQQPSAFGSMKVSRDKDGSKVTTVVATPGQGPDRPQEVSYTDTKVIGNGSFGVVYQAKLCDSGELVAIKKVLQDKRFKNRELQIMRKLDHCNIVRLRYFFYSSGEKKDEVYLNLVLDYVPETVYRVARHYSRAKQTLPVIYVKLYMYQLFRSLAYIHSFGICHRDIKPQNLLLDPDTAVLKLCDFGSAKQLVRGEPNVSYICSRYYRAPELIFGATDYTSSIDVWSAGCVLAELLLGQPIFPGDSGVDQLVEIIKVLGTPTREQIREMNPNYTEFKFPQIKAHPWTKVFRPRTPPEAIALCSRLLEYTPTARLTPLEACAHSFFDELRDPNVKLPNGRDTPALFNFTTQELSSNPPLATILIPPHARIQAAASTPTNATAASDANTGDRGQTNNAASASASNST
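Test system: GST-tagged human GSK3beta kinase, cell-free; evaluation: activity score scaled between in-plate DMSO and GW8510 controls; measured by: ADP-Glo luminescence; incubation: 60 min reaction, RT; benchmarks: DMSO and 20 µM GW8510; reagent: peptide substrate plus 25 µM ATP (final); medium: Tris/MgCl2 kinase buffer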
PolyA inhibitor: polyadenylation inhibitors in yeast reporter cells, primary screen, luminescence, S. cerevisiae; S. cerevisiae SKY197-pL101 polyadenylation reporter, beta-gal luminescence; efflux-impaired pdr1/pdr3 knockout yeast; score 100 = 6 SD above DMSO; calls only at 12 µM; 300,000 compounds, 0.02% hits; AID 1875, 2009;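 active means lowest replicate activity score at least 50, where 100 means six control SD above control mean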;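 further: yeast exposed to compound for 9 h at 30 °C; higher score means more reporter readthrough which indicates perturbed polyadenylation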
GSK3A inh: blockers of GSK3A enzyme activity – biochemical, luminescence, cell-free homogeneous, HTS, primary screen; GSK-3 alpha kinase, ADP-Glo luminescence, 60 min; inhibition, % at 10 µM; 320,000 compounds, 0.1% hits;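 in the data active means inhibition above about 50%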;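 further: GST-tagged GSK-3 alpha with peptide substrate and 25 µM ATP; 0% = DMSO neutral wells and 100% = GW8510 positive control wells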
Target sequence (P49840 whole entry, looked up): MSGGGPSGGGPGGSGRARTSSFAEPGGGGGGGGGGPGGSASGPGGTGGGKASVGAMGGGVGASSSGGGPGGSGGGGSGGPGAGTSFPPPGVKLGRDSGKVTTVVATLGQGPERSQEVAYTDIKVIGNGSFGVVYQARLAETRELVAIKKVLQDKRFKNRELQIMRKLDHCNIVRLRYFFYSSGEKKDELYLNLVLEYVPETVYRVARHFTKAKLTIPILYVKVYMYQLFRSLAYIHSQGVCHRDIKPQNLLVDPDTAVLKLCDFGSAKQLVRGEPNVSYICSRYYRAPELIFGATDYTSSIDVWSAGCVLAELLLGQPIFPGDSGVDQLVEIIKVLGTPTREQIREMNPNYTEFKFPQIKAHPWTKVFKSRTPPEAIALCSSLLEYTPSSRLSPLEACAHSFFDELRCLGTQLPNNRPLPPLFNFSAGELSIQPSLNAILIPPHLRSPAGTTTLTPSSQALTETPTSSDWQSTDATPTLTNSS
aSyn 5UTR inh: MLPCN primary screen, SNCA 5' untranslated region; inhibition, % (tested at 7.5 µM); AID 1813, 2009; 300,000 compounds, 0.82% hits; alpha-synuclein 5'UTR reporter, inhibitor activity; in the data active means inhibition above about 60%;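 further: H4 neuroglioblastoma cells stably carrying SNCA 5'UTR luciferase fusion; 0% = DMSO wells and 100% = positive control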
AI-2 QS mod: Vibrio harveyi AI-2 quorum sensing modulators, primary screen, JMH597 strain, luminescence/OD600 ratio; AID 2094, 2009; Vibrio harveyi JMH597 AI-2 luminescence/OD600 ratio, 9 h; active compounds read low; strain lacks LuxN and CqsS sensors; 0 = neutral-control median; activity change, % at 7.5 µM; 300,000 compounds, 0.4% hits; in the data active means activity change below about -75%, passing the limit was not always enough;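 further: luminescence divided by OD600 gain over 9 h not by final OD600 alone; inactives centre near 13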
* = called active by the depositor; i = inactive; x = not tested or not shown. A portion of the library; the hit share may differ from the screen's.

SMILES | HSF1 activator | KLF5 inh | IEC-6 cytotox | HSP90 inh | HSF1 inhib | GSK3B inh | PolyA inhibitor | GSK3A inh | aSyn 5UTR inh | AI-2 QS mod
CC(C)OC(=O)CSc1n[nH]c(-c2cccnc2)n1 | 17 | -17 | 3 | -5 | 6 | -6 | i | -1 | -24 | -2
O=C(CSc1ccc(Cl)cc1)N1CCCC1 | 17 | -14 | 5 | 1 | 14 | 3 | i | -5 | -58 | -3
CC(C)CC(=O)Nc1ccc(N2CCN(C(=O)c3cccs3)CC2)cc1 | -13 | -9 | -2 | -4 | -5 | 0 | i | 1 | -12 | 43
COc1ccc(CNC(=O)C2CSC(=O)C2)cc1 (centres undefined) | -8 | -20 | 0 | 1 | 4 | 3 | i | 1 | -15 | 4
CCOc1ccc(/C=N/n2c(SC)nnc2-c2ccccc2)cc1OCC | 25 | -7 | 4 | 0 | 12 | 3 | i | -1 | 8 | 3
CCOC(=O)CSCC(=O)Nc1c(C(=O)C2CC2)oc2ccccc12 | -7 | -4 | -5 | 0 | -6 | 3 | i | -4 | -5 | 10
COc1ccc(C(=O)COC(=O)c2cc([N+](=O)[O-])ccc2N2CCOCC2)c(OC)c1 | -20 | x | x | x | -3 | 1 | i | -3 | 12 | 27
CCCCCOCC(O)CCC(=O)NN (centres undefined) | -8 | -19 | 3 | -1 | -11 | -1 | i | -1 | 2 | -6
CCc1nnc(NS(=O)(=O)c2ccc(N/C=C/C(=O)c3ccc(C)cc3)cc2)s1 | -35 | 13 | 14 | 5 | -18 | 2 | i | 7 | 6 | -10
CCOC(=O)C1=C(N)N2C(=O)CSC2=C(C(=O)OC)C1 | 16 | -1 | 5 | 6 | -4 | 3 | i | x | 7 | 14
COC(=O)c1ccc(C23CC4(C2)[C@H](CN(Cc2cccnc2)[C@@H]4c2ccccc2)C3c2ccccc2)cc1 (some centres undefined) | -21 | x | x | x | -20 | 0 | i | -1 | -24 | 18
O=C(NNS(=O)(=O)c1ccccc1)c1csc(-c2cccnc2)n1 | -8 | -11 | 4 | -3 | -5 | -5 | i | 1 | 10 | 21
CCOC(=O)c1[nH]c2ccc(OC)cc2c1NC(=O)c1cccc(OC)c1 | -20 | -4 | -1 | -3 | -2 | 0 | i | 0 | 7 | 19
CCc1ccc2c(c1)c1nnc(NN)nc1n2C | 19 | -22 | 0 | -1 | 0 | 0 | i | 2 | 50 | 19
COc1ccc2c(C)c(Cc3ccccc3)c(=O)oc2c1OC | -1 | -24 | -1 | -2 | -2 | 0 | i | -2 | 36 | 20
O=C(c1cccc(COc2ccc(Cl)cc2Cl)c1)N1CCN(c2ccccn2)CC1 | 15 | -87 | 3 | 6 | 10 | 2 | i | -1 | -164 | 2
CCC(CC)C(=O)NCc1ccc(Cl)cc1 | -10 | -28 | -1 | -3 | 6 | 0 | i | x | 4 | 6
CCOP(=O)(OCC)c1nc(-c2ccccc2)oc1N1CCCCC1 | 9 | 5 | 2 | 6 | 9 | 4 | i | -2 | 14 | -7
CN(c1nc(-c2ccc(Br)cc2)cs1)C1CCS(=O)(=O)C1 (centres undefined) | 46 | -31 | -1 | -4 | 23 | 0 | i | 0 | -112 | -10
CCC(C(=O)NCCN1CCN(C)CC1)n1c(C)c2cnn(-c3ccccc3)c(=O)c2c1C (centres undefined) | -17 | 10 | 0 | 2 | -6 | -2 | i | -12 | -12 | -5
CCCN(c1ccccc1C(=O)O)S(=O)(=O)c1ccc2c(c1)n(C)c(=O)n2C | 15 | -24 | 2 | 2 | -6 | -2 | i | -1 | -2 | 15
O=[N+]([O-])c1ccc2nc(CCCc3nc4ccc([N+](=O)[O-])cc4[nH]3)[nH]c2c1 | -3 | -13 | -1 | -1 | 13 | 1 | i | 3 | 11 | 21
CCCNC(=O)COc1ccccc1[N+](=O)[O-] | 0 | -28 | -4 | -1 | -9 | 3 | i | -1 | -61 | 16
O=C(COC(=O)CCN1C(=O)/C(=C\C=C\c2ccccc2)SC1=S)Nc1cc(F)ccc1F | -7 | -23 | -8 | -1 | 0 | 4 | i | 0 | 64* | 12
COc1nc(OC)nc(N2CCC(C(=O)NCc3cccs3)CC2)n1 | 19 | -19 | -2 | -2 | -6 | 5 | i | -2 | 0 | 11

Arranged by length of the SMILES (descending): part of the list above.
SMILES | HSF1 activator | KLF5 inh | IEC-6 cytotox | HSP90 inh | HSF1 inhib | GSK3B inh | PolyA inhibitor | GSK3A inh | aSyn 5UTR inh | AI-2 QS mod
O=[N+]([O-])c1ccc2nc(CCCc3nc4ccc([N+](=O)[O-])cc4[nH]3)[nH]c2c1 | -3 | -13 | -1 | -1 | 13 | 1 | i | 3 | 11 | 21
O=C(COC(=O)CCN1C(=O)/C(=C\C=C\c2ccccc2)SC1=S)Nc1cc(F)ccc1F | -7 | -23 | -8 | -1 | 0 | 4 | i | 0 | 64* | 12
CCC(C(=O)NCCN1CCN(C)CC1)n1c(C)c2cnn(-c3ccccc3)c(=O)c2c1C (centres undefined) | -17 | 10 | 0 | 2 | -6 | -2 | i | -12 | -12 | -5
CCOC(=O)c1[nH]c2ccc(OC)cc2c1NC(=O)c1cccc(OC)c1 | -20 | -4 | -1 | -3 | -2 | 0 | i | 0 | 7 | 19
CCOC(=O)CSCC(=O)Nc1c(C(=O)C2CC2)oc2ccccc12 | -7 | -4 | -5 | 0 | -6 | 3 | i | -4 | -5 | 10
CN(c1nc(-c2ccc(Br)cc2)cs1)C1CCS(=O)(=O)C1 (centres undefined) | 46 | -31 | -1 | -4 | 23 | 0 | i | 0 | -112 | -10
COc1nc(OC)nc(N2CCC(C(=O)NCc3cccs3)CC2)n1 | 19 | -19 | -2 | -2 | -6 | 5 | i | -2 | 0 | 11
CCOP(=O)(OCC)c1nc(-c2ccccc2)oc1N1CCCCC1 | 9 | 5 | 2 | 6 | 9 | 4 | i | -2 | 14 | -7
CC(C)OC(=O)CSc1n[nH]c(-c2cccnc2)n1 | 17 | -17 | 3 | -5 | 6 | -6 | i | -1 | -24 | -2
COc1ccc(CNC(=O)C2CSC(=O)C2)cc1 (centres undefined) | -8 | -20 | 0 | 1 | 4 | 3 | i | 1 | -15 | 4
CCC(CC)C(=O)NCc1ccc(Cl)cc1 | -10 | -28 | -1 | -3 | 6 | 0 | i | x | 4 | 6

Further results follow:
SMILES | HSF1 activator | KLF5 inh | IEC-6 cytotox | HSP90 inh | HSF1 inhib | GSK3B inh | PolyA inhibitor | GSK3A inh | aSyn 5UTR inh | AI-2 QS mod
Cc1ccc(C2(C)NC(=O)N(CC(=O)Nc3cc(S(=O)(=O)N(C)C)ccc3C)C2=O)cc1 (centres undefined) | -10 | -32 | -5 | -4 | -2 | 0 | i | -2 | 9 | 15
CCOc1cc(-c2ccc(N)c(OCC)c2)ccc1N | 8 | -3 | -1 | 0 | 4 | 1 | i | 1 | 29 | 2
Cc1ccc(CN2CC(C(=O)Nc3ccc(F)c([N+](=O)[O-])c3)CC2=O)cc1 (centres undefined) | 0 | 3 | 10 | 0 | 8 | 1 | i | -4 | 18 | -9
CCCCC[n+]1ccn(-c2nc3ccccc3nc2[N-]S(=O)(=O)c2ccc(C)cc2)c1 | 6 | 10 | 0 | 4 | -5 | 1 | i | 1 | 18 | 6
CCN(CC)c1ccc(NC(=O)c2cnc3ccccn3c2=O)c(C)c1 | -3 | 19 | 0 | 3 | 0 | x | i | -1 | -33 | x
O=C1CCN(CCCc2ccccc2)CCN1[C@H](CO)Cc1ccccc1 | 8 | -16 | -2 | 5 | -2 | -1 | i | 4 | 2 | 8
CSc1ncccc1C(=O)N1CCN(C(=O)c2ccccc2)CC1 | -5 | -23 | 2 | -3 | -8 | 6 | i | -1 | 4 | 15
CCOC(=O)C(=CNc1nc2ccc(C(=O)OCC)cc2s1)C(=O)OCC | 18 | -22 | -5 | -5 | 3 | 1 | i | -2 | -17 | -3
C/C=C(\C)CN1CCC(Oc2cc(C(=O)NC3CC3)ccc2OC)CC1 | -5 | -27 | -2 | 0 | -5 | 1 | i | 0 | 10 | 12
Cn1ccnc1SCc1cc(=O)[nH]c2ccccc12 | x | -45 | 3 | 1 | x | 0 | i | 2 | -16 | 18
O=S(=O)(c1ccc(F)cc1)N1CCN(c2nc(-c3ccc(F)cc3)cs2)CC1 | 2 | -13 | -1 | 1 | -1 | 1 | i | -3 | 34 | 5
O=C(CSc1nnc(SCc2ccc(Cl)cc2)s1)N/N=C/c1c[nH]c2ccccc12 | 31 | -24 | -7 | 0 | 5 | -3 | i | 4 | -1 | 27
O=C(CCN1C(=O)/C(=C/c2cccs2)SC1=S)N1CCCCC1 | -1 | -29 | 19 | 3 | -16 | -1 | i | 0 | -90 | 13
O=S(=O)(NCC(c1cccnc1)N1CCN(c2ccccc2)CC1)c1cc(F)ccc1F (centres undefined) | x | 11 | 1 | 2 | x | -3 | i | 0 | 9 | 1
COCCNc1nc2nonc2nc1N(C)Cc1ccc(C)cc1 | -8 | -41 | 1 | -1 | -1 | -2 | i | 0 | 26 | 18
COc1ccc(C2=C(Nc3ccc(C)cc3)c3ccccc3C2=O)cc1 | 0 | 22 | 8 | 3 | -11 | 0 | i | 1 | -14 | -1
Cc1csc(-c2cnn(-c3ccccc3)c2NC(=O)c2cccc(F)c2)n1 | -8 | -18 | -4 | 1 | 4 | 1 | i | -2 | 6 | 23
Cc1ccccc1C(=O)NCCCNC(=O)c1ccccn1 | -14 | -13 | 9 | -4 | -5 | 4 | i | -3 | -1 | 9
CCOc1ccc(CCN2C(=O)c3cccnc3C2=O)cc1OCC | 28 | -15 | -3 | 6 | 2 | -2 | i | x | 9 | 12
O=C(COc1ccc2c3c(c(=O)oc2c1)CCCC3)N1CCN(c2ccccc2)CC1 | 3 | -9 | 0 | 4 | 1 | 3 | i | -1 | -8 | 3
Cc1ccc(C(=O)N2CCCC(N3CCN(c4ccccc4C)CC3)C2)c(=O)[nH]1 (centres undefined) | 11 | -22 | -5 | -5 | 3 | -1 | i | -2 | -5 | 5
Cc1ccc(NC(=S)N2CCN(S(=O)(=O)c3ccc(F)cc3)CC2)cc1 | 37 | -16 | 0 | -1 | 5 | -4 | i | 3 | 23 | -2

From PubChem
